# CaV13 FRET inh: Disruptors of the CACNA1D IQ motif to Ca2+-dependent inactivation inhibitor domain association, primary screening, Förster resonance energy transfer in intact living …; hit rate 0.098% among 340,000; HEK cells, CFP/YFP FRET ICDI-IQ, plate reader, 10 min; percent FRET-ratio fall versus neutral wells; inhibition, % at 12.3 µM;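 active = mean replicate inhibition of at least 30% and at least 1% of replicates passing that level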;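 note: 0% = median of the neutral control wells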
# NR2E3 agonist: agonists of human nuclear receptor NR2E3. Q9Y5X4. GST-NR2E3/biotin-RetCOR TR-FRET, 1536-well. inhibition of corepressor binding, % at 4.78 µM. hit rate 0.12% among 320,000;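 active = percent inhibition above the cutoff of mean plus 3 SD of all tested compounds, set per screening campaign, cut at about 20% in these data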;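 note: 0% = DMSO wells and 100% = biotin wells as full block of FRET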
# Target sequence (Q9Y5X4 whole entry, looked up): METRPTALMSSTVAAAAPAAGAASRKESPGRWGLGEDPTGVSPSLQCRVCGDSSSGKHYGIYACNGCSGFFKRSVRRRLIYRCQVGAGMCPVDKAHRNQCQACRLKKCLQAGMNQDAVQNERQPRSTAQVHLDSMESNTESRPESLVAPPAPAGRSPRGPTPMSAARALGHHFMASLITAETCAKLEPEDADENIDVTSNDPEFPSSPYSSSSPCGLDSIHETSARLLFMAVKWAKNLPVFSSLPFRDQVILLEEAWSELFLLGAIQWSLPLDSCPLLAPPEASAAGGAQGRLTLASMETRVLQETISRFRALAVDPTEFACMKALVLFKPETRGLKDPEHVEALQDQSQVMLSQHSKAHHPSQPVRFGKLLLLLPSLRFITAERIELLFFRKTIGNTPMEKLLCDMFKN
#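 System: GST-NR2E3 and biotin-RetCOR proteins; probe or stimulus: 7 nM biotin-RetCOR; doses: compound at 4.8 µM, single dose; schedule: Compound–protein incubation for 5 h at 4 °C; detection: time-resolved FRET; read-out: percent inhibition; controls: biotin wells as high control, 0.6% DMSO wells as low control; format: 1536-well plates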
# * = called active by the depositor. The list is partial. The share of hits here may be higher or lower than overall.
(1) CC(C)[C@@H]1NC(=O)c2cc([N+](=O)[O-])cc(I)c2NCCC[C@@H](C(N)=O)NC(=O)[C@H](CO)NC1=O
(2) O=[N+]([O-])c1cc(O)c2ncccc2c1
(3) Cc1ccc(C(=O)N/C(=C/c2ccco2)C(=O)Nc2cccc(C(=O)O)c2)cc1
(4) Cc1ccc(OCc2ccc(Br)cc2)c([N+](=O)[O-])n1
(5) CCCC1CC(=O)OC1(C)C(=O)CSc1n[nH]c(-c2ccccc2)n1 (stereo unspecified)
(6) Cc1nc(NC(=O)CSc2ccccc2N)sc1C
(7) COC(=O)[C@@]1(Cc2ccc(F)cc2)[C@H]2c3cc(C(=O)N4CCCC4)n(CCc4ccccn4)c3C[C@H]2CN1C(=O)c1ccccc1
(8) O=C(CCc1ccccc1)NNC(=S)NC(=O)c1ccc(Cl)cc1
Assay by compound	1	2	3	4	5	6	7	8
CaV13 FRET inh	-10	-4	-7	-5	-8	-8	-5	-5
NR2E3 agonist	3	-5	1	-1	1	2	0	5

(9) COc1ccc2c(c1)C(=O)[C@H](O)[C@@H](c1ccc(OC)c(Br)c1)O2
(10) Cc1cc(C)cc(Cn2ncc(Cl)c(Cl)c2=O)c1
(11) CCO[C@@H]1OC(C(=O)N2CCN(Cc3ccc4c(c3)OCO4)CC2)=C[C@H](c2ccc3c(c2)OCO3)[C@H]1CCCO
(12) O=c1nc(SCc2c(F)cccc2Cl)nc(-c2ccccc2)[nH]1
(13) Cc1c(C(C)(C(=O)O)c2c(C)n(C)c3ccccc23)c2ccccc2n1C
(14) CCOc1ccc(CN2CCN(Cc3nc(C(C)C)cs3)CC2CCO)cc1 (stereo unspecified)
(15) Cn1c(=O)c2c(nc(CN3CCN(c4ccccc4)CC3)n2CCN2CCOCC2)n(C)c1=O
(16) C[C@@H](C(=O)Nc1ccc2ccccc2c1)[C@H]1C[C@]1(C)[C@H](NS(=O)(=O)c1ccc(-c2ccccc2)cc1)c1ccccc1
Assay by compound	9	10	11	12	13	14	15	16
CaV13 FRET inh	-11	-3	-5	-4	-6	-7	-5	-5
NR2E3 agonist	-1	5	-2	-1	0	1	-4	1

(17) CC1=C(C(=O)OCc2ccccc2)C(c2ccc(Br)cc2)NC(=O)N1CCCC(=O)O (stereo unspecified)
(18) CNC(=S)N(Cc1ccc(OC)cc1)C1CC(=O)N(c2ccc(C(=O)OC)cc2)C1=O (stereo unspecified)
(19) O=C(Nc1ccccc1Cl)C1CC(=O)n2c(nc3ccccc32)N1 (stereo unspecified)
(20) Cc1ccc(-c2[nH]nc3c2C(c2ccccc2OC(=O)N2CCOCC2)C(C#N)=C(N)O3)cc1 (stereo unspecified)
(21) CS(=O)(=O)c1ccc(CNC(=O)C2(C(F)(F)F)CC(CCCO)CCCO2)cc1 (stereo unspecified)
(22) CCCCCCN(C(=O)CCCCCN1C(=O)NC(c2cccc([N+](=O)[O-])c2)C(C(=O)OCc2ccccc2)=C1C)C(C(=O)NCCCC)c1ccc(OCC(=O)OC)c(C(=O)OC)c1 (stereo unspecified)
(23) C(=N\Nc1nc2ccccc2s1)/c1ccccn1
(24) CCCCC(=O)Nc1cccc(C(C)O)c1 (stereo unspecified)
Assay by compound	17	18	19	20	21	22	23	24
CaV13 FRET inh	-11	-2	-19	-9	-5	-6	-2	5
NR2E3 agonist	1	-3	4	0	0	1	-1	3

(25) Nc1c(S(=O)(=O)c2cccs2)c2nc3ccccc3nc2n1CCc1ccccc1
(26) COc1cccc2oc3cc(C#Cc4ccccn4)ccc3c(=O)c12
(27) COc1ccc2cc(CN(Cc3cccnc3)Cc3nnnn3Cc3ccccc3)c(=O)[nH]c2c1
(28) CN1CCN(NC(=O)CN2C(=O)/C(=C/c3ccccc3F)SC2=S)CC1
(29) O=C(NC(c1ccccc1)c1cc(Cl)c2cccnc2c1O)c1cccnc1 (stereo unspecified)
(30) Cc1nn(C)c(C)c1/C=N/NC(=O)c1csc2ccccc12
(31) CCN(CC)CCN(C(=O)c1ccc(N2C(=O)CCC2=O)cc1)c1nc2cc3c(cc2s1)OCO3
(32) O=C(Cc1cc(=O)[nH][nH]1)N/N=C/c1ccccc1Cl
Assay by compound	25	26	27	28	29	30	31	32
CaV13 FRET inh	-4	-5	-8	-5	-2	-4	-4	-2
NR2E3 agonist	-3	1	0	4	2	1	0	-2

(33) NC(=O)CC[C@@H]1NC(=O)[C@@H]2CCCN2C(=O)c2cc([N+](=O)[O-])cc(I)c2NCCC[C@@H](C(=O)NC(CC(=O)O)C(N)=O)NC1=O (stereo partly specified)
(34) CN(C)c1ccc(CNc2ccc3c(c2)ncn3C)cc1
(35) Cc1cnn(C(=O)c2ccccc2Br)c1
(36) O=C(CN1C(=O)c2ccccc2C1=O)Nc1nc(-c2cccc([N+](=O)[O-])c2)cs1
(37) Cc1ccc(CSCC(N)C(=O)O)cc1 (stereo unspecified)
(38) CC(C)Cn1c(SCC(=O)N2CCCc3ccccc32)nc2ccccc2c1=O
(39) COc1ccc(C(c2c(O)nc[nH]c2=O)c2c(O)nc[nH]c2=O)cc1
(40) O=C(Nc1nc2ccc([N+](=O)[O-])cc2s1)c1ccco1
Assay by compound	33	34	35	36	37	38	39	40
CaV13 FRET inh	-8	-5	-7	-8	-6	-16	-2	-4
NR2E3 agonist	-1	1	2	-1	0	3	-1	-9

(41) O=C(CN1CCN(C(=O)c2cccc(F)c2)CC1)NC1CCCCC1
(42) Cc1cc(C)cc(SCc2noc(C(=O)NCC3CC3)c2C(=O)NCC2CC2)c1
(43) COCc1cc(C)nc(OCC(=O)N/N=C/c2ccc(-c3cccc([N+](=O)[O-])c3)o2)c1C#N
(44) Cc1ccc2[nH]c3c(c2c1)CN(C(=O)CN1CCN(C(=O)c2ccco2)CC1)CC3
(45) CC[n+]1c(/C=C/C=C/N(C(C)=O)c2ccccc2)sc2cc(OC)ccc21
(46) CC(=O)NS(=O)(=O)c1ccc(NC(=O)CSc2ccc(Cl)cc2)cc1
(47) O=C(CNS(=O)(=O)c1ccc(Br)cc1)OCc1cc(=O)n2cc(Br)ccc2n1
(48) COc1ccc(-c2cc(C(F)(F)F)n3nc(C(=O)NCCCN4CCOCC4)cc3n2)cc1
Assay by compound	41	42	43	44	45	46	47	48
CaV13 FRET inh	-6	10	-4	-150	-5	-6	-11	-6
NR2E3 agonist	4	-1	3	0	2	1	-5	8

(49) Cc1cc(NC(=O)Cn2c(=O)n(CCCCC(=O)NC3CCN(Cc4ccccc4)CC3)c(=O)c3ccccc32)n[nH]1
(50) CCOCCCNC(=S)NCCCNc1nc2ccc(C)cc2cc1C#N
(51) O=C(NNC(=O)c1cccs1)c1ccc([N+](=O)[O-])cc1
(52) CCN(CC)c1ccc2c(Cl)cc(=O)oc2c1
(53) CN(C)CCNC(=O)C(=O)C1C(=O)Nc2ccccc21 (stereo unspecified)
(54) O=C(OCC(=O)N1CCN(c2ccccc2)CC1)c1cnc(Cl)c(Cl)c1
(55) Cc1nn(-c2ccccc2)c(C)c1-c1cc(C(=O)N/N=C/c2cccnc2)[nH]n1
(56) COc1ccc(S(=O)(=O)NCc2ccc(C(=O)NCc3cccnc3)cc2)cc1
Assay by compound	49	50	51	52	53	54	55	56
CaV13 FRET inh	-5	-8	-6	-5	-19	-2	-5	-17
NR2E3 agonist	-1	1	1	2	-2	-1	1	-1

# 16 structures already listed, arranged by SMILES length, descending.
(49) Cc1cc(NC(=O)Cn2c(=O)n(CCCCC(=O)NC3CCN(Cc4ccccc4)CC3)c(=O)c3ccccc32)n[nH]1
(43) COCc1cc(C)nc(OCC(=O)N/N=C/c2ccc(-c3cccc([N+](=O)[O-])c3)o2)c1C#N
(48) COc1ccc(-c2cc(C(F)(F)F)n3nc(C(=O)NCCCN4CCOCC4)cc3n2)cc1
(55) Cc1nn(-c2ccccc2)c(C)c1-c1cc(C(=O)N/N=C/c2cccnc2)[nH]n1
(47) O=C(CNS(=O)(=O)c1ccc(Br)cc1)OCc1cc(=O)n2cc(Br)ccc2n1
(45) CC[n+]1c(/C=C/C=C/N(C(C)=O)c2ccccc2)sc2cc(OC)ccc21
(42) Cc1cc(C)cc(SCc2noc(C(=O)NCC3CC3)c2C(=O)NCC2CC2)c1
(56) COc1ccc(S(=O)(=O)NCc2ccc(C(=O)NCc3cccnc3)cc2)cc1
(39) COc1ccc(C(c2c(O)nc[nH]c2=O)c2c(O)nc[nH]c2=O)cc1
(46) CC(=O)NS(=O)(=O)c1ccc(NC(=O)CSc2ccc(Cl)cc2)cc1
Assay by compound	49	43	48	55	47	45	42	56	39	46
CaV13 FRET inh	-5	-4	-6	-5	-11	-5	10	-17	-2	-6
NR2E3 agonist	-1	3	8	1	-5	2	-1	-1	-1	1

(38) CC(C)Cn1c(SCC(=O)N2CCCc3ccccc32)nc2ccccc2c1=O
(51) O=C(NNC(=O)c1cccs1)c1ccc([N+](=O)[O-])cc1
(40) O=C(Nc1nc2ccc([N+](=O)[O-])cc2s1)c1ccco1
(50) CCOCCCNC(=S)NCCCNc1nc2ccc(C)cc2cc1C#N
(53) CN(C)CCNC(=O)C(=O)C1C(=O)Nc2ccccc21 (stereo unspecified)
(52) CCN(CC)c1ccc2c(Cl)cc(=O)oc2c1
Assay by compound	38	51	40	50	53	52
CaV13 FRET inh	-16	-6	-4	-8	-19	-5
NR2E3 agonist	3	1	-9	1	-2	2

# Carrying on:
(57) CCn1c(SCC(=O)N/N=C/C=C/c2ccccc2[N+](=O)[O-])nnc1-c1ccc(Cl)cc1
(58) Cc1ccc(N2C(=O)c3cccc4c(C(=O)O)ccc(c34)C2=O)cc1
(59) CC(=O)Nc1c(O)nc(C)[nH]c1=O
(60) CCn1c(=N)c(S(=O)(=O)c2ccc(C)cc2)cc2c(=O)n3ccccc3nc21
(61) C=CCn1cnc2c(c1=O)c1nc3ccccc3nc1n2-c1ccc(C)cc1
(62) CCOC(=O)c1c(NC(=O)CSc2nc3cc(Cl)ccc3s2)sc(C(C)=O)c1C
(63) COc1ccc2[nH]c(C)c(C(=O)CN(C)CC3OCCO3)c2c1
(64) Cc1ccc(N(CCC(=O)Nc2nnc(C3CC3)s2)S(=O)(=O)c2ccccc2)cc1
Assay by compound	57	58	59	60	61	62	63	64
CaV13 FRET inh	-2	-5	-2	2	-5	-17	-4	-3
NR2E3 agonist	0	2	0	3	2	5	-3	4

# Screening data from PubChem.
